Thrombin inh – blocks human thrombin protease activity | P00734 | alpha-thrombin, Boc-VPR-AMC fluorogenic substrate cleavage | inhibition, % at 5 µM | actives 0.26% (n = 220,000) | AID 1046;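 active = inhibition at or above 40%; inactive = inhibition below 40%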;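 note: 0% = enzyme with no compound and 100% = wells without enzyme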
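System: Human alpha-thrombin protein | Medium: pH 7.5 Tris (50 mM) with NaCl 150 mM, Tween 20 0.05% | Times: Enzyme reaction carried out at room temperature | Detection: AMC fluorescence, 355/460 nm | Evaluation: Percent inhibition scaled between no-compound controls and no-enzyme blanks | Benchmarks: Enzyme without compound as high, wells lacking enzyme as low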
EBV gp42 inh – inhibitors of Epstein-Barr virus glycoprotein 42; Q1HVG2; Fluorescence polarization binding assay, mP read-out; inhibition, % (tested at 21.74 µM); actives 0.42% (n = 220,000); in the data active = inhibition above about 50%
Target sequence (Q1HVG2 whole entry, looked up): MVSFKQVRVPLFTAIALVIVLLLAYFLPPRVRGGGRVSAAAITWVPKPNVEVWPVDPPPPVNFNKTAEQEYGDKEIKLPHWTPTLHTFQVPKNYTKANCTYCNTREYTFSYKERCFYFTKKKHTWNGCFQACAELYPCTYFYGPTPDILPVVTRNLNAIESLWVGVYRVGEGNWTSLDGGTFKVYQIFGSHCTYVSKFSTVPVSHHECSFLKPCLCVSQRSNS
KCC2 mod – modulates chloride dependent transport by human KCC2; Q9H2X9; KCC2 cells, thallium flux FluoZin-2 fluorescence; B-score of Tl+ flux slope (higher = more flux/activation; lower = inhibition) at 10 µM; actives 2.2% (n = 190,000); AID 1456;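 active = thallium flux slope and its plate-corrected score both differing from the plate sample mean at a set confidence after two filtering rounds, in either direction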;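 note: slope of fluorescence scaled to starting intensity during 10 to 20 s after thallium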
zfTRPN1 agonist – agonists of zebrafish TRPN1 channel. activation, % at 3 µM. HEK293 zebrafish TRPN1-YFP, Fluo-8 calcium fluorescence; 100% = response to 87 µM carbachol. actives 0.18% (n = 220,000);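 active = activation above its plate's cutoff, the mean activation of test wells on that plate plus 3 SD, cut at about 19% in these data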;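 note: 0% = DMSO alone and 100% = 87 µM carbachol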
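Material – zebrafish TRPN1-YFP in HEK293 cells · Doses – 3 µM single point · Schedule – dye 1 h 37 °C plus 30 min RT · Signal – Fluo-8 calcium fluorescence, excitation 470-495 nm, emission 515-575 nm · Read-out – % activation versus carbachol response · Control set – carbachol high, DMSO low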
TRPML3 agonist – agonists of human TRPML3 channel. Q8TDD5. actives 0.29% (n = 220,000). activation, % at 3 µM. HEK293 TRPML3-YFP, Fluo-8 calcium fluorescence; 100% = the carbachol control signal;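 active = activation above its plate's cutoff, the mean activation of the plate's test wells plus 3 SD, cut at about 12% in these data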;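 note: 0% = DMSO only wells and 100% = carbachol wells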
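Material: HEK293 cells stably carrying human TRPML3-YFP; compound dosing: single dose, 3 µM final nominal compound, 0.3% DMSO final; incubation: 1-h 37 °C dye load, 5-s basal, 120-s post-compound reads; technique: Fluo-8 intracellular calcium fluorescence, excitation 470-495 nm, emission 515-575 nm; read-out basis: percent activation from peak-to-basal fluorescence ratio, scaled between DMSO and carbachol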
PPC-1+TRAIL kill – kills PPC-1 cancer cells in the presence of TRAIL. actives 0.41% (n = 220,000). PPC-1 cells + TRAIL, ATPLite viability luminescence. cell killing (% activity), % at 4 µM;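 active = cell killing above 50% in the first pass at 4 µM, then a duplicate retest at 5 µM averaging 50% or more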;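 note: plate controls were cells with TRAIL plus DMSO for no effect and medium-only wells lacking cells for full effect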
m-calpain inh – blocks pig calpain II enzyme activity; purified calpain II, fluorogenic peptide substrate, 30 min; inhibition, % at 16 µM; actives 0.37% (n = 220,000); AID 1236;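 active = inhibition above about 50%, limit read from the data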
Furin inh – blocks human furin protease activity; actives 0.061% (n = 220,000); P09958; purified furin, fluorogenic substrate cleavage; inhibition, % at 30 µM; in the data active = inhibition above about 25%; note: inactives centre near -15
Target sequence (P09958 108-714 limits assumed): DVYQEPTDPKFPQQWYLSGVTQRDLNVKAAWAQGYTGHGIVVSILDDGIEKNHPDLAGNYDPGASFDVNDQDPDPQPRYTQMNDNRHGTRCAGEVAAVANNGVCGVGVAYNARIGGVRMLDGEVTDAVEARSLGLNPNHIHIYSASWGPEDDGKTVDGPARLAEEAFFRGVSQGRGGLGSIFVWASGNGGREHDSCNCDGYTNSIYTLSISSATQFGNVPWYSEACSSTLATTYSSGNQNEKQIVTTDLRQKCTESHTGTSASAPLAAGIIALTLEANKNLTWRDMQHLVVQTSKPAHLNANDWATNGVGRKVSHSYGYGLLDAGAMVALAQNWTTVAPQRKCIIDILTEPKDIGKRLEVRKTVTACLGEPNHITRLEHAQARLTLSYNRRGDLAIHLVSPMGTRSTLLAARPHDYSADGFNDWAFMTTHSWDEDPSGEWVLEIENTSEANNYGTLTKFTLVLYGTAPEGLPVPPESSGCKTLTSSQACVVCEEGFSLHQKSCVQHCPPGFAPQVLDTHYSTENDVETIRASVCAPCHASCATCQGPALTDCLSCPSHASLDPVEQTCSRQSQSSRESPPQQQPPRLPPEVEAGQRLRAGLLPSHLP
Tb hexokinase – blocks Trypanosoma brucei hexokinase 1 activity | recombinant TbHK1, G6PDH-coupled NADH A340 | actives 0.11% (n = 220,000) | inhibition, % at 10 µM;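 active = inhibition of 50% or more in the single-dose primary screen; inactive = inhibition below 50%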
* marks the source's active call; other numbers are inactive results; i = inactive; · = no result given; [ ] = remark or other dose.

Value order – Thrombin inh, EBV gp42 inh, KCC2 mod, zfTRPN1 agonist, TRPML3 agonist, PPC-1+TRAIL kill, m-calpain inh, Furin inh, Tb hexokinase
1) O=C1NC2(CCCCC2)Oc2ccccc21
→ 4, -27, -0.55, 1.5, 0.1, 10, -7, -27, 0
2) O=C(CSCc1nc2c(nnn2Cc2ccc(F)cc2)c(=O)[nH]1)Nc1c(Cl)cc(Cl)cc1Cl
→ -4, -6, -2.1, 0.4, 0.5, 24, -11, -21, -3
3) CCC(=O)N1CCN(c2nc(C)nc3sc(C)c(C)c23)CC1
→ -6, -2, ·, -0.1, -0.5, 18, -39, -4, 2
4) COc1ccc(N2C(=O)CC(N3CCN(C4CCc5ccccc5C4)CC3)C2=O)cc1 (centres undefined)
→ -6, -10, 0.21, 1.5, 0.4, 18, -19, -14[20 µM], 7
5) Fc1ccc(-c2nnc(CN3CCC(c4nc5ccccc5s4)CC3)o2)cc1
→ -7, -1, -0.72, 4.5, 3.9, 4, -48, -31, 0
6) O=C(Nc1ccc(N2CCOCC2)cc1)C1(S(=O)(=O)c2ccccc2)CC1
→ 4, -10, 0.074, -1.2, 0.6, 0, -12, -17, -2
7) Cc1ccc(-n2nc3c(c2NC(=O)c2ccccc2Br)CS(=O)C3)cc1 (centres undefined)
→ -5, -22, ·, 1.2, 0.4, -12, -8, 0, -1
8) O=C1c2cccc3cccc(c23)C(=O)N1CCc1ccccc1
→ 1, 5, -0.47, -0.5, -0.1, ·, -34, -31, -9
9) CCOC(=O)C1=C(C)NC(=O)NC1c1ccccc1OCc1c(F)cccc1Cl (centres undefined)
→ 1, 3, -0.1, -0.9, 0.7, 2, -7, -15[20 µM], -4
10) Cc1cc(C)c(NC(=O)c2ccccc2N(C)S(C)(=O)=O)c(C)c1
→ 4, 2, ·, -0.5, 0.5, 10, 10, -26[20 µM], -9
11) CC1=C(C#N)C(NC(=O)c2ccco2)(C(F)(F)F)C(=O)N1 (centres undefined)
→ -3, -3, 0.017, 0.2, 0.3, 22, -10, -8[20 µM], 3
12) C/C(Cl)=C/Cn1c(NCCCn2ccnc2)nc2c1c(=O)[nH]c(=O)n2C
→ -1, 3, -0.81, 0.4, -0.1, 0, 0, -18[20 µM], -4
13) Nc1nnn(CC(=O)N/N=C/c2cn[nH]c2-c2ccccc2)n1
→ 1, -21, 0.35, -0.3, 0.6, -10, -22, -4, -7
14) CCNS(=O)(=O)c1cc(OC)c(Cl)cc1OC
→ -1, 11, 0.75, 2.1, 1.1, 19, -13, -21, 1
15) CC1=C(C(=O)OC(C)C)C(c2cccs2)C(C(=O)OC(C)C)=C(C)N1
→ -3, -3, -1.5, -3.5, -1.4, 12, -7, -15, 1
16) O=C(Oc1ccc(/C=N/O)cc1)c1ccccc1
→ 3, -6, -0.19, -1.2, -0.1, 1, -6, -23, -4
17) COc1ccccc1NC(=O)CN1CCC(n2c(C)nc3cc(F)ccc32)CC1
→ 1, 5, -1.3, 3.0, 0.5, -4, -158, -12, -2
18) Nc1cc(=O)[nH]c(SCC(=O)N2N=C(c3ccc4ccccc4c3)CC2c2ccccc2)n1 (centres undefined)
→ 1, -16, -0.94, 1.1, -0.2, 19, -46, -28, -9
19) S=C(NCCN1CCCCC1)Nc1ccccc1
→ -13, -14, ·, -0.3, 0.6, -1, -10, -20, -3
20) CCC(C)NC(=O)Cn1c(COc2ccc(Cl)cc2Cl)nc2ccccc21 (centres undefined)
→ -12, -17, 0.15, -0.3, 0.3, 7, 16, -17, 4
21) Cc1nnc(-c2ccccc2)c[n+]1[O-]
→ -10, 6, ·, 0.3, 1.0, 3, -1, -18, -6
22) CC1(C)Cc2c(C#N)c(NCCO)nc(-c3ccco3)c2CO1
→ -6, -2, -0.44, -0.6, 1.0, 20, -226, -39, -13
23) COc1ccccc1NC(=O)CSc1nc2ccccc2n1C(C)=O
→ -3, -21, -1.2, -0.1, -0.4, 24, 0, -30, 6
24) CCn1c(O)c(N=Nc2ccc(Cl)c(C(=O)O)c2)c2ccccc21
→ -6, -1, -1.2, 1.4, 0.3, 8, -13, 2, -21
25) Cc1nnc(N/N=C/c2cccs2)[nH]c1=O
→ -1, -11, -0.4, 1.3, 0.1, -2, 9, -6, -56
26) CC(C)(C)C(=O)CN1C2=NCCN2c2ccccc21
→ -4, -17, 1.4, -0.1, 0.8, 38, -19, -24, -1
27) COc1c(S(=O)(=O)n2nc(C)cc2C)ccc(Cl)c1Cl
→ -4, -25, ·, 0.6, 0.4, 14, -8, -22[20 µM], -3
28) O=C(O)c1cc(C(=O)O)cc(-c2ccc(/C=c3/sc4nc5ccccc5n4c3=O)o2)c1
→ 15, -54, 0.029, -0.5, 1.2, 8, 48, -8, 39
29) COc1ccc(NC(=O)c2cc(-c3cccs3)on2)cc1OC
→ -6, 6, 0.13, 0.0, -0.1, 7, -56, -37, -3
30) O=C(NC(=S)NNS(=O)(=O)c1ccc(Cl)cc1)c1cccnc1
→ 2, -6, 0.36, -0.1, 0.5, 18, -18, -15, 15
31) Cc1ccc(/C=N/n2cnc3sc4c(c3c2=O)CCCC4)o1
→ 1, -27, ·, 1.2, 1.0, 3, 7, -12, -28
32) NC(=O)[C@H]1CC2(CC(c3cccc(NC(=O)CC(c4ccccc4)c4ccccc4)c3)=NO2)CN1C(=O)C(c1ccccc1)c1ccccc1 (some centres undefined)
→ -8, -14, 0.14, ·, ·, 7, -93, -19, -11
33) CC1CC/C(=N/Nc2ccccc2)C(=O)N1 (centres undefined)
→ 1, -12, 0.14, -0.5, 0.3, 16, 27, -4, -38
34) Cc1cccc(NC(=S)N2CCOCC2)c1C
→ -8, -4, 1.2, 1.0, 0.6, -1, 17, -17, -4
35) Cc1coc(C)c1C(=O)CC1(O)C(=O)N(C)c2ccc(Cl)cc21 (centres undefined)
→ 4, 1, 0.86, -1.0, 0.0, 27, -39, -15, -2
36) CN(C)CCOC(=O)C12CC3CC(C1)CC(C(=O)OCCN(C)C)(C3)C2
→ -2, -12, 0.7, 0.6, 1.0, 4, -5, -22, -7
37) COc1ccc(-c2c/c(=N\c3nc(-c4ccccc4)c(C)s3)c3ccccc3o2)cc1O
→ 2, 0, 0.08, -0.9, 0.5, 24, -54, -9[20 µM], -37
38) COc1ccc(N2C(=O)C3C(C2=O)C(C(=O)c2ccc(Cl)cc2)N2CCCC32)cc1 (centres undefined)
→ 6, -8, -0.59, 6.8, 1.8, 20, -13, 1, -3
39) C=C(C)Cn1c(C(C)NC(=O)CCC)nc2ccccc21 (centres undefined)
→ -15, -12, 0.37, -0.4, -0.1, 24, -2, -21, -2
40) COc1ccc(C(N)CCc2ccco2)cc1 (centres undefined)
→ -1, -13, -0.59, 1.9, 0.6, -6, -22, -8, 5
41) NC(=O)c1ccccc1OCC(=O)NS(=O)(=O)c1ccccc1
→ 1, -7, 0.97, -1.0, 0.2, 18, -36, -17[20 µM], 3
42) O=C(O)c1cc(N/N=C/c2ccc(OCc3ccccc3)cc2)ccc1Cl
→ -7, 5, -0.44, -1.6, -1.5, 22, -64, -14, 7
43) COc1cc(/C=C(/C#N)C(=O)Nc2ccccc2)c(Br)cc1OCc1ccc(C(=O)O)cc1
→ 0, 5, -1.3, 0.3, 1.0, 13, 0, -16, -17
44) CCOC(=O)c1cnc2ccc(OC)cc2c1NCc1ccccc1
→ 0, 5, -0.71, -2.0, -0.4, 10, 8, -26, -4
45) O=C(O)C1CCCN1C(=O)Nc1ccc(Cl)cc1 (centres undefined)
→ 0, 1, -1.2, -0.3, -0.6, -6, -10, -26, -1
46) CC(C)NC(=O)c1ccc(Sc2ccccc2)c([N+](=O)[O-])c1
→ 2, -9, -0.68, -0.8, -0.9, 32, 8, -9[20 µM], 0
47) O=C(N/N=C/c1cccn1-c1ccc([N+](=O)[O-])cc1)C(O)c1ccccc1 (centres undefined)
→ -4, -1, -0.46, 0.1, 0.1, -3, -73, 6[20 µM], -28
48) c1ccc2c(-c3nn4nnnc4c4ccccc34)cccc2c1
→ -6, -6, -0.23, -1.3, -0.3, 22, -23, -9[20 µM], -5
49) CCNc1nc(NCC)n2c(SCC(=O)c3ccc(C(C)C)cc3)nnc2n1
→ -14, -1, -1.7, 0.8, -0.1, 4, 5, -15, 0
50) Nc1nc(-c2ccc(C(=O)O)cc2)cs1
→ -5, -5, -0.22, 1.2, 1.1, 16, -118, -17, -5
51) COc1ccc(-c2[nH]ncc2CN(C)C(C)c2cccs2)c(F)c1 (centres undefined)
→ 4, -11, ·, 0.2, -0.4, 14, -15, -23, -5
52) COc1cccc(OC)c1C(=O)N1CC(C)OC(C)C1 (centres undefined)
→ -3, -15, ·, 2.4, 0.6, -5, -25, -26[20 µM], 3
53) Cc1nc(N2CCN(Cc3ccccc3)CC2)[nH]c(=O)c1C
→ ·, ·, ·, 0.5, 0.4, 9, ·, -26, -2
54) CC(C)Oc1cccc(C(=O)NC2=NCCS2)c1
→ 5, -10, 1.3, 0.9, 0.0, 16, 20, -26, 0
55) COc1ccc(S(=O)(=O)c2c(N)n(Cc3ccco3)c3nc4ccccc4nc23)cc1
→ 4, 50*, -0.43, 3.8, 1.4, -4, i, -26, -9
56) COc1ccc(N=C2SC(C(N)=O)CC(=O)N2CCc2ccc(OC)c(OC)c2)cc1 (centres undefined)
→ 1, -2, 0.14, 1.1, 0.8, 13, -18, -20[20 µM], 1
57) CCC(=O)Nc1cc(OC)cc(OC)c1
→ -9, 6, 0.35, 0.7, 0.3, -4, 21, -10, 8
58) Cc1cc([N+](=O)[O-])nn1CCC(=O)Nc1nccs1
→ -4, 2, -0.038, 3.2, -0.4, 8, -32, -34, -2
59) COC(=O)c1cn(-c2ccccc2)c(C)c1C(=O)OC
→ 0, -9, 0.0081, -1.8, -1.1, 26, 0, -16[20 µM], -2

Filtered by structure, the compounds so far containing bromine.
Value order – Thrombin inh, EBV gp42 inh, KCC2 mod, zfTRPN1 agonist, TRPML3 agonist, PPC-1+TRAIL kill, m-calpain inh, Furin inh, Tb hexokinase
7) Cc1ccc(-n2nc3c(c2NC(=O)c2ccccc2Br)CS(=O)C3)cc1 (centres undefined)
→ -5, -22, ·, 1.2, 0.4, -12, -8, 0, -1
43) COc1cc(/C=C(/C#N)C(=O)Nc2ccccc2)c(Br)cc1OCc1ccc(C(=O)O)cc1
→ 0, 5, -1.3, 0.3, 1.0, 13, 0, -16, -17
